# SIAH1 antagonists: Siah-1 peptide-binding antagonists, primary screen, biochemical, fluorescence polarization, rhodamine-plectin, uHTS (AID 1817). E3 ubiquitin-protein ligase SIAH1 (Homo sapiens). Siah-1 / rhodamine-plectin peptide fluorescence polarization; higher % means a stronger effect. displacement, % at 20 µM, or IC50 in µM where a hit was titrated. 290,000 compounds, 0.02% hits;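 active = displacement of at least 50% at 20 µM, with a fluorescence ratio check between 0.3 and a set limit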;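 note: plate controls were Siah plus tracer with DMSO for no effect and tracer alone without Siah for full effect; strong numbers were not always called active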
# XIAP displacement: XIAP antagonists, biochemical, IAP family, fluorescence polarization (AID 1018); E3 ubiquitin-protein ligase XIAP (Homo sapiens); XIAP BIR domain, fluorescence polarization peptide displacement; higher % means a stronger effect; displacement, % at 20 µM, or IC50 in µM where a hit was titrated; 200,000 compounds, 0.007% hits; in the data active = displacement above about 50%; note: a part of the inactive calls stands beside numbers as strong as those of hits
# Dynein transport: inhibitors of GR-EGFP nuclear translocation, primary screen, dynein cargo transport inhibitor project, imaging, high-content, 3617.4 mouse cells. test concentration mostly 20 µM; stimulated with dexamethasone, 1 µM; hits give low values. AID 1381, 2008. 220,000 compounds, 0.47% hits. z-score, hits read low;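 active = plate z-score of nuclear minus cytoplasmic receptor signal below a set negative limit, without overly bright fluorescence or cell loss, cut at about -3.5 in these data, passing the limit was not always enough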;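 note: z-score of nuclear minus cytoplasmic ring GR-EGFP intensity difference per well; some compounds called inactive have numbers as strong as hits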
#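 Buffer or medium – tet-free medium with charcoal-stripped serum · Signal – automated 10x imaging of fixed Hoechst-stained cells · Also added – dexamethasone agonist, 1.0 µM final, for 30 min · Incubation – induction 48 h, compound 1 h, agonist 30 min · Read-out – GR-EGFP nuclear translocation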
# human PMI inhibition: inhibitors of human PMI, primary screen, biochemical, fluorescence intensity, coupled assay (AID 1209) | Mannose-6-phosphate isomerase (Homo sapiens) | purified PMI enzyme, coupled fluorescence intensity; higher % means a stronger effect | inhibition, % at 20 µM; hits with a dose series show IC50 in µM | 190,000 compounds, 0.42% hits;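 note: plate controls were DMSO vehicle for no effect and wells lacking substrate for full effect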
# LYP phosphatase: inhibitors of LYP phosphatase, biochemical, fluorescence intensity, uHTS (AID 1779). 290,000 compounds, 0.054% hits. inhibition, % at 11.5 µM, or IC50 in µM where a hit was titrated. Tyrosine-protein phosphatase non-receptor type 22 (Homo sapiens). recombinant LYP phosphatase, fluorescence intensity; higher % means a stronger effect;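 note: plate controls were vehicle with enzyme for no effect and no enzyme for full effect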
# P. falciparum M1AAP: P. falciparum M1AAP inhibitors, biochemical, fluorogenic H-Leu-NHMec substrate, 1536-well (AID 1445); Aminopeptidase N (Plasmodium falciparum (isolate 3D7)); recombinant M1AAP, H-Leu-NHMec fluorogenic kinetic assay; higher % means a stronger effect; one-dose inhibition, % at 30 µM; IC50 in µM for titrated hits; 220,000 compounds, 0.42% hits;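 active = primary inhibition above the hit cutoff, then over 50% inhibition at one or more dose response concentrations, cut at about 23% in these data, passing the limit was not always enough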;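 note: plate controls were DMSO full reaction for no effect and no enzyme background for full effect; strong numbers were not always called active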
# P. falciparum M17LAP: P. falciparum M17LAP inhibitors, primary screen, biochemical, fluorogenic H-Leu-NHMec substrate, 1536-well (AID 1619); Leucine aminopeptidase (Plasmodium falciparum (isolate 3D7)); recombinant M17LAP, H-Leu-NHMec fluorogenic kinetic assay; higher % means a stronger effect; inhibition, % at 30 µM, or IC50 in µM where a hit was titrated; 220,000 compounds, 0.38% hits;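 active = compound inhibiting the enzyme by more than half at any dose during confirmatory dose-response retesting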;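 note: plate controls were full reaction with DMSO carrier for no effect and no enzyme background for full effect; strong numbers were not always called active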
# AID2073: inhibitors of Mint1-CaV2.2 protein interaction, biochemical, HTRF (AID 2073). Voltage-dependent N-type calcium channel subunit alpha-1B (Homo sapiens). HTRF protein-protein interaction, Mint1-CaV2.2; higher % means a stronger effect. one-dose inhibition, % at 20 µM; IC50 in µM for titrated hits. 290,000 compounds, 0.19% hits; in the data active = inhibition mostly above about 51%, no sharp cut-off; note: some results filed as inactive read as strong as hits
# human PMI inhibitors: human PMI inhibitors, high substrate, primary screen, biochemical, fluorescence intensity, high mannose 6-phosphate (AID 1220) | recombinant PMI enzyme, coupled fluorescence intensity; higher % means a stronger effect | one-dose inhibition, % at 20 µM; IC50 in µM for titrated hits | 190,000 compounds, 0.66% hits
# Dynein transport cytoplasmic EGFP: recorded beside Dynein transport, whose call it bears; z-score; measured here: cytoplasmic GR-EGFP intensity; hits give high values
# Dynein transport nuclear GR-EGFP: second read-out of Dynein transport, no call of its own (marks repeat the call); z-score; measured here: nuclear GR-EGFP intensity;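 lower value marks the stronger effect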
# Dynein transport cell count: also measured in Dynein transport; calls as there; z-score; measured here: cell count per field
# Numbers without * were called inactive; . = not tested or not shown. Cut-off read from the data, not from the text of the source, unless noted: active = inhibition above about 50%; inactive = the rest.
SIAH1 antagonists,XIAP displacement,Dynein transport,Dynein transport cytoplasmic EGFP,Dynein transport nuclear GR-EGFP,Compound,Dynein transport cell count,human PMI inhibition,LYP phosphatase,P. falciparum M1AAP,P. falciparum M17LAP,AID2073,human PMI inhibitors
-2%,-1.4%,-0.42,-0.027,-0.3,Cc1cccc(N2CCN(C(c3cccs3)c3nnnn3C(C)(C)C)CC2)c1C (stereo unspecified),0.71,-1%,-2%,-1%,-9%,1%,2%
-2%,-1.4%,1.4,-0.26,0.72,O=C(/C=C/c1ccccc1)N/C(=C/c1ccccc1)C(=O)Nc1cccc(C(=O)O)c1,-0.17,-19%,-3%,7%,21%,-4%,-17%
-7%,.,-0.2,0.2,-0.054,COc1ccc(C2c3ccc(O)cc3Oc3ncn4nc(-c5ccccn5)nc4c32)cc1 (stereo unspecified),1,.,-5%,0%,-6%,14%,.
6%,1.3%,3,-0.22,1.6,CCn1c(SCCOc2ccc(Cl)cc2)nnc1-c1cccs1,-1.2,0%,-5%,-2%,-11%,3%,9%
0%,-9.3%,-1.1,-0.31,-0.75,Cc1cc(C)c(OCC(=O)NCC2CCCO2)c(C)c1 (stereo unspecified),1.8,3%,-5%,-3%,18%,2%,-2%
-1%,-0.5%,1.1,-0.14,1.5,Cc1ccc(C(C(=O)NCc2ccco2)N(CCc2ccccc2)C(=O)Cn2nnc3ccccc32)o1 (stereo unspecified),-0.048,1%,9%,-5%,5%,7%,12%
-2%,-7.8%,0.13,-0.16,0.13,Cc1nn(-c2ccccc2)c(C)c1/C=N/NC(=O)CSc1nnc(-c2ccccc2)n1-c1ccc(Cl)cc1,0.5,-1%,6%,4%,-4%,-6%,0%
-2%,.,-1.1,-0.69,-0.4,O=C(NCc1ccc2c(c1)OCO2)c1ccc(Br)s1,0.32,.,-3%,4%,-8%,4%,.
1%,-13%,-0.38,-0.32,-0.32,CCCCNC(=O)c1ccccc1NC(=O)c1ccccc1N(C)S(C)(=O)=O,1.2,12%,-13%,0%,11%,-41%,-1%
3%,-8.9%,0.46,-0.024,0.76,Cc1ccc2c(CSc3nnnn3C)cc(=O)oc2c1,-0.84,-7%,6%,2%,-2%,-8%,11%

# The list goes on; it opens with the two that closed the last part.
SIAH1 antagonists,XIAP displacement,Dynein transport,Dynein transport cytoplasmic EGFP,Dynein transport nuclear GR-EGFP,Compound,Dynein transport cell count,human PMI inhibition,LYP phosphatase,P. falciparum M1AAP,P. falciparum M17LAP,AID2073,human PMI inhibitors
1%,-13%,-0.38,-0.32,-0.32,CCCCNC(=O)c1ccccc1NC(=O)c1ccccc1N(C)S(C)(=O)=O,1.2,12%,-13%,0%,11%,-41%,-1%
3%,-8.9%,0.46,-0.024,0.76,Cc1ccc2c(CSc3nnnn3C)cc(=O)oc2c1,-0.84,-7%,6%,2%,-2%,-8%,11%
-1%,-3.9%,0.17,-0.24,0.4,O=C(O)C1CCCN(S(=O)(=O)c2ccc(Cl)s2)C1 (stereo unspecified),0.047,11%,20%,-1%,3%,0%,10%
0%,-4.5%,1.6,-0.23,1.2,COC(=O)C1C(=O)N2CCCSC2=C(C#N)C1c1cccs1 (stereo unspecified),-1.5,6%,-8%,10%,1%,2%,5%
1%,-4.1%,0.13,-0.14,0.35,CCCCNC(=O)c1ccc(N2CCC3(CC2)OCCO3)c([N+](=O)[O-])c1,-0.19,10%,-6%,7%,-1%,6%,2%
-3%,-1.8%,-0.29,-0.31,-0.13,O=C1NCC(COCC2CC=CCC2)O1 (stereo unspecified),0.38,-9%,-4%,5%,10%,2%,-15%
6%,.,-0.28,-0.7,-0.083,COC(=O)CCC(=O)OC1(C)C(=O)C=C2C=C(C3CC3)N(CCc3c[nH]c4ccccc34)C=C2C1=O (stereo unspecified),0.56,.,-10%,5%,7%,8%,.
2%,-0.2%,-0.56,-0.28,0.23,CC(C)(C)NC[C@H](O)COc1nsnc1N1CCOCC1,0.68,-5%,-4%,13%,-10%,0%,-8%
-3%,-0.1%,0.52,-0.27,0.037,COc1cc(NC(=S)Nc2ccc(Br)cc2Cl)c(OC)cc1Cl,0.4,13%,-5%,-3%,-10%,-29%,8%
-9%,-21%,1.5,-0.045,0.42,Fc1cc(F)c2nc(Nc3nc4c(F)cccc4s3)sc2c1,-1.3,3%,-5%,-7%,-9%,18%,4%
2%,-8.0%,0.19,-0.23,0.18,Cc1ccc(S(=O)(=O)Nc2ccccc2C(=O)Nc2nc(-c3ccc(F)cc3)cs2)cc1,0.0079,-3%,8%,6%,7%,14%,-5%
-5%,-10%,0.047,0.012,0.28,O=c1ccc2ccc(Oc3ccc(Cl)cc3[N+](=O)[O-])cc2o1,0.14,2%,-6%,-3%,1%,4%,0%

# (continued)
SIAH1 antagonists,XIAP displacement,Dynein transport,Dynein transport cytoplasmic EGFP,Dynein transport nuclear GR-EGFP,Compound,Dynein transport cell count,human PMI inhibition,LYP phosphatase,P. falciparum M1AAP,P. falciparum M17LAP,AID2073,human PMI inhibitors
-2%,-10%,1.1,-0.22,0.35,COc1ccc(CN(C)Cc2nc(Cc3ccccc3Cl)no2)cc1OC,-0.65,11%,-6%,-1%,2%,8%,10%
1%,-11%,0.13,-0.18,0.2,CCOC(=O)C(Cc1cc(C(C)=O)ccc1OC(C)C)C(=O)OCC,0.22,7%,-8%,-2%,4%,-4%,40%
4%,-0.8%,-0.98,-0.14,-0.64,CCOc1ccc(OCc2ccc(C(=O)Nc3ccc(Cl)cn3)o2)cc1,-0.9,9%,-4%,4%,-3%,13%,16%
2%,-5.9%,-0.16,-0.22,0.089,O=C(O)c1cccc(S(=O)(=O)NCc2cccs2)c1,0.19,7%,-4%,3%,6%,-3%,8%
1%,-5.3%,-0.34,0.04,0.2,Nn1c(SCC(=O)Nc2cc(S(=O)(=O)N3CCOCC3)ccc2Cl)nnc1-c1cccnc1,0.67,-6%,0%,6%,5%,24%,1%
-1%,-3.1%,0.53,-0.2,0.28,COC(=O)c1ccc(NC(=O)CSc2nnc(CNc3ccc(OC)cc3)n2C)cc1,-0.61,7%,-9%,5%,8%,-6%,-6%
0%,-6.6%,-0.94,-0.22,-0.4,O=C(NCC1COc2ccccc2O1)C1CCCN(S(=O)(=O)c2cnc[nH]2)C1 (stereo unspecified),0.63,0%,-5%,.,.,-4%,-6%
1%,-9.5%,-0.46,-0.3,-0.51,CCn1c(SCc2cc(=O)[nH]c3ccccc23)nnc1C1CC1,0.69,4%,-1%,0%,3%,3%,-6%
0%,-5.9%,1.6,-0.19,1.2,Oc1ccc2nc(Cc3ccccc3)[nH]c2c1,-0.44,6%,-6%,14%,5%,1%,2%
-5%,-2.1%,0.21,-0.23,-0.14,CC(=O)Nc1nc2c(s1)C(=O)NCCC2,1.2,1%,-8%,-1%,5%,-4%,1%

# More records.
SIAH1 antagonists,XIAP displacement,Dynein transport,Dynein transport cytoplasmic EGFP,Dynein transport nuclear GR-EGFP,Compound,Dynein transport cell count,human PMI inhibition,LYP phosphatase,P. falciparum M1AAP,P. falciparum M17LAP,AID2073,human PMI inhibitors
2%,-5.3%,-1.5,-0.21,-0.72,O=C(CSc1nc2c(c(=O)n1-c1ccc(Cl)cc1)SCC2)Nc1ccc2c(c1)OCCO2,1.3,20%,5%,0%,-7%,7%,10%
-6%,5.4%,-1.4,-0.48,-0.48,O=[N+]([O-])c1ccc(O)c(-c2nn[nH]n2)c1,2.3,36%,-2%,13%,-254%,-4%,30%
-9%,-5.1%,1.3,0.025,1.2,CCCS(=O)(=O)NCc1cn2c(C)csc2n1,-1.2,-4%,-3%,-8%,-6%,2%,-3%
0%,-2.1%,-0.83,0.052,-0.51,Cc1nc2nc(C)c(CCC(=O)N3CCN(c4ccccc4)CC3)c(C)n2n1,0.86,4%,-8%,7%,-8%,5%,6%
-5%,-12%,0.16,-0.27,0.4,CC(=O)c1ccccc1OCCOc1ncnc2sccc12,0.35,-13%,-2%,9%,4%,24%,-2%
-7%,-12%,-0.74,-0.19,-0.54,Cc1cc(NC(=O)CSc2nc3ccccc3[nH]2)no1,-0.032,4%,2%,6%,-6%,-1%,3%
-8%,-1.6%,-3.3,1.2,-1.6,O=c1c2c(-c3ccccc3)csc2nc2c3ccccc3c(NCCN3CCOCC3)nn12,-4.7,4%,-35%,19%,26%,29%,1%
2%,-5.8%,-1.4,-0.15,-0.47,Cc1ccc(Cn2ccc(NC(=O)c3c(-c4ccccc4Cl)noc3C)n2)cc1,1.4,10%,-4%,2%,-5%,-9%,-1%
-2%,-2.5%,0.24,-0.19,0.75,O=C(CSc1nnc(-c2ccco2)n1-c1ccccc1)N1CCOCC1,0.12,3%,-8%,0%,13%,0%,1%
-4%,-1.5%,-0.55,0.12,0.19,CCNC(=S)N=Nc1c(O)[nH]c2ccc([N+](=O)[O-])cc12,0.48,3%,3%,10%,-6%,-25%,20%

# Full records from above. Values in the order: SIAH1 antagonists, XIAP displacement, Dynein transport, Dynein transport cytoplasmic EGFP, Dynein transport nuclear GR-EGFP, Dynein transport cell count, human PMI inhibition, LYP phosphatase, P. falciparum M1AAP, P. falciparum M17LAP, AID2073, human PMI inhibitors
# Cc1ccc(Cn2ccc(NC(=O)c3c(-c4ccccc4Cl)noc3C)n2)cc1 across the screens: 2%, -5.8%, -1.4, -0.15, -0.47, 1.4, 10%, -4%, 2%, -5%, -9%, -1%
# Cc1cccc(N2CCN(C(c3cccs3)c3nnnn3C(C)(C)C)CC2)c1C (stereo unspecified) across the screens: -2%, -1.4%, -0.42, -0.027, -0.3, 0.71, -1%, -2%, -1%, -9%, 1%, 2%
# CCNC(=S)N=Nc1c(O)[nH]c2ccc([N+](=O)[O-])cc12 across the screens: -4%, -1.5%, -0.55, 0.12, 0.19, 0.48, 3%, 3%, 10%, -6%, -25%, 20%
